Screening results (PubChem)
NPR2 activator = GC-B (human) receptor activation; HEK293-GC-B cells, CNP EC30, cGMP TR-FRET; 0% at EC30 CNP, 100% saturating CNP; activation, % at 10 µM; 370,000 compounds, 0.11% hits;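 active = activation at 10 µM reaching about 35% in either raw or pattern-adjusted values, limit read from the data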
NPR1 activator = GC-A (human) enzyme activation; HEK293 GC-A cells, cGMP TR-FRET, EC30 ANP; 0% at EC30 ANP, 100% saturating ANP; AID 1671463; 370,000 compounds, 0.14% hits; activation, % at 10 µM; in the data active = activation above about 40%
ASAP1 inh = inhibitors of human ASAP1 ArfGAP activity. 360,000 compounds, 0.19% hits. inhibition, % at 16.5 µM. ASAP1-stimulated ARF1 GTP hydrolysis, GDP FP detection. Q9ULH1; in the data active = inhibition above about 25%;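 also: 0% = vehicle with enzyme and substrate and 100% = no enzyme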
Target sequence (Q9ULH1 325-724 limits assumed): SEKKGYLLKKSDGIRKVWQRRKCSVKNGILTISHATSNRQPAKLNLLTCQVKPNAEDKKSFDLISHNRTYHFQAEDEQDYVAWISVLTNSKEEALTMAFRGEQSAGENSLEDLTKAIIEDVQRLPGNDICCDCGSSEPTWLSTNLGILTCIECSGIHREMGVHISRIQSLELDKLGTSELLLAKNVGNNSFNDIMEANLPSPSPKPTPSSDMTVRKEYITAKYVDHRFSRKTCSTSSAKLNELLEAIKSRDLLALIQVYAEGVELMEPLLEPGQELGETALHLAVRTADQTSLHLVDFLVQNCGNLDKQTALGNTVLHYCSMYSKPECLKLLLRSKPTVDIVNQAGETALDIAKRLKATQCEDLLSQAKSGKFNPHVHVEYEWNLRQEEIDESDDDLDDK
PG9 binder = binds the HIV-1 gp120 antibody PG9; AID 624416; TR-FRET gp120-PG9 antibody binding; 360,000 compounds, 0.43% hits; inhibition, % at 6.7 µM; in the data active = inhibition above about 8.5%
SMARCA2 act = activators of SMARCA2 function. 370,000 compounds, 1% hits. activation, % at 9.1 µM. MG213 cells, MMTV-luciferase reporter, dexamethasone, overnight; in the data active = activation above about 7.8%;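 also: 0% = vehicle wells and 100% = reference activator wells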
Rev-erbA mod = modulates human Rev-erb alpha binding to DNA | P20393 | Rev-erbα–FITC-DNA binding, fluorescence polarization, 90 min | activity, % at 10 µM | 370,000 compounds, 0.79% hits | AID 1259318;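 active = activity above about 14%, limit read from the data; passing the limit was not always enough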;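 also: 0% = DMSO wells with 35 nM protein and 100% = DMSO wells with 750 nM protein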
Target sequence (P20393 whole entry, looked up): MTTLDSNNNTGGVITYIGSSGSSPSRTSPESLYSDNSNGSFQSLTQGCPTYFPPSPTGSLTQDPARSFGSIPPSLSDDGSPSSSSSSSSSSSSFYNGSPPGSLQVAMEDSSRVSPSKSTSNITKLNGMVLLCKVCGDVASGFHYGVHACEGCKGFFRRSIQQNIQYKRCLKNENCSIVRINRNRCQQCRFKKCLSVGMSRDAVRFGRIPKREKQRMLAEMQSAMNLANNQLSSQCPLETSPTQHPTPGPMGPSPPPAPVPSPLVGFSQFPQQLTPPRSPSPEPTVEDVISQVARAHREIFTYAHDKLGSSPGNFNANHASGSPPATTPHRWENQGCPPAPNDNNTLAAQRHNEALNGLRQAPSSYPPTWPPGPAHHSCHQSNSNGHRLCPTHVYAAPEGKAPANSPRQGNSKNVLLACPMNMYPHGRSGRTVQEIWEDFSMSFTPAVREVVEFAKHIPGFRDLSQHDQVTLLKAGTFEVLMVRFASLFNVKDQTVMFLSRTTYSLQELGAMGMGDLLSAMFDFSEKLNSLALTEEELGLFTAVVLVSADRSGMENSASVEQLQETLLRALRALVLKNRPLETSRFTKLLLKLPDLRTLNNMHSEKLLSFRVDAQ
mABHD4 FP = inhibits mouse alpha/beta hydrolase domain 4; Q8VD66; purified mABHD4, FP-Rh probe fluorescence polarization; inhibition, % at 8.92 µM; 370,000 compounds, 0.54% hits;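 active = inhibition exceeding the mean over every tested compound plus 3 SD, cut at about 30% in these data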;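 also: 0% = plate median of compound wells and 100% = S159A mutant with DMSO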
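Assay system: Wild-type mouse ABHD4 protein | Medium: HEPES pH 7.0 buffer, 150 mM NaCl, 0.01% Pluronic F-127 | Incubation: Enzyme–compound pre-incubation 45 min, then probe 60 min, both 25 °C | Technique: Fluorescence polarization with parallel and perpendicular emission, 525/598 nm | Evaluation: % inhibition of FP-Rh probe binding versus controls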
HTRA1 inhibitor = HTRA1 (human) protease inhibition; recombinant HTRA1, FP-rhodamine activity-based probe, fluorescence polarization; inhibition, % at 5.96 µM; AID 504803; 340,000 compounds, 0.5% hits; Q92743; in the data active = inhibition above about 36%;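 also: 0% = enzyme with DMSO and 100% = wells lacking enzyme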
ARFGAP1 inhibitor = inhibitors of rat ARFGAP1; Arfgap1-stimulated ARF1 GTP hydrolysis, GDP FP detection; Q62848; inhibition, % at 16.5 µM; 360,000 compounds, 0.26% hits;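 active = inhibition above a per-plate limit, mean inhibition of low control wells plus 3 SD, cut at about 25% in these data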;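 also: 0% = DMSO wells with enzyme and 100% = wells lacking Arfgap1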
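Repeats: one replicate per compound; assay system: rat Arfgap1 catalytic domain, aa 1-136; times: enzyme reaction 120 min at 25 °C after 20 min preincubation; detection: FP of antibody-bound GDP Alexa 633 tracer, ex 620/em 688 nm; benchmarks: high control wells lacking Arfgap1, low control full reaction with DMSO; reagent: human ARF1(Δ1-17)-GTP substrate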
rCAG binder = binds r(CAG) RNA repeats. r(CAG) RNA repeat, TO-PRO-1 dye displacement fluorescence. inhibition, % at 3 µM. 370,000 compounds, 1.3% hits. AID 651821;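 active = inhibition above the plate cutoff, the mean of all test compounds on that plate plus 3 SD, cut at about 35% in these data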;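 also: 0% = DMSO alone and 100% = 100 µM mitoxantrone as full dye displacement; higher means more dye released from RNA so lower well fluorescence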
Starred values were filed as active, the others as inactive.

What do the screens show for `CCN(C[C@H]1N[C@@](CC)(C(=O)OC)[C@H]2C(=O)N(C)C(=O)[C@@H]12)C(=O)COC`?
NPR2 activator: -1; NPR1 activator: -2; ASAP1 inh: -5; PG9 binder: 0.3; SMARCA2 act: -2; Rev-erbA mod: 4; mABHD4 FP: 0; HTRA1 inhibitor: -1; ARFGAP1 inhibitor: -10; rCAG binder: 0

Results for CN(C(=O)[C@H]1O[C@@H](n2cnc(C(N)=O)n2)[C@H](O)[C@@H]1O)c1ccccc1 ?
NPR2 activator: 4; NPR1 activator: 1; ASAP1 inh: 8; PG9 binder: 1.3; SMARCA2 act: 1; Rev-erbA mod: -6; mABHD4 FP: 5; ARFGAP1 inhibitor: 16; rCAG binder: 2

Results for Cc1cc(N)n2nc(C)c(-c3ccc(Cl)cc3)c2n1 ?
ASAP1 inh: 9; PG9 binder: 0.0; SMARCA2 act: -3; mABHD4 FP: -11; HTRA1 inhibitor: 7; ARFGAP1 inhibitor: 1; rCAG binder: 1

How did Cc1ccc2nc(Cl)c(CN(C(=O)c3cnccn3)C3CCCCC3)cc2c1 do in these assays?
NPR2 activator: -11; NPR1 activator: -23; ASAP1 inh: 8; PG9 binder: -2.4; SMARCA2 act: -1; Rev-erbA mod: 4; mABHD4 FP: -3; HTRA1 inhibitor: -5; ARFGAP1 inhibitor: -7; rCAG binder: -5

How did COc1ccc(CN(C)C(=O)CNC(=O)c2sc3ccccc3c2Cl)c(OC)c1 do in these assays?
NPR2 activator: 3; NPR1 activator: 0; ASAP1 inh: 0; PG9 binder: 1.9; SMARCA2 act: -3; Rev-erbA mod: 6; mABHD4 FP: 16; HTRA1 inhibitor: -34; ARFGAP1 inhibitor: 5; rCAG binder: 7

What do the screens show for `O=C(O)CSc1cccc2cccc(C(=O)O)c12`?
NPR2 activator: -4; NPR1 activator: 3; ASAP1 inh: -14; PG9 binder: 0.8; SMARCA2 act: 0; Rev-erbA mod: 3; mABHD4 FP: 3; HTRA1 inhibitor: -2; ARFGAP1 inhibitor: 10; rCAG binder: 1

How did Fc1ccc(NC(=S)NCCN2CCOCC2)c(F)c1F do in these assays?
NPR2 activator: 2; NPR1 activator: -3; ASAP1 inh: -2; PG9 binder: 0.8; SMARCA2 act: -2; Rev-erbA mod: 3; mABHD4 FP: 3; HTRA1 inhibitor: -1; ARFGAP1 inhibitor: 8; rCAG binder: 2

Results for O=C(NC1CCN(S(=O)(=O)c2cccc([N+](=O)[O-])c2)CC1)C1CCCCC1 ?
NPR2 activator: 4; NPR1 activator: 1; ASAP1 inh: -1; PG9 binder: -3.5; SMARCA2 act: 2; Rev-erbA mod: -3; mABHD4 FP: 0; HTRA1 inhibitor: 8; ARFGAP1 inhibitor: -3; rCAG binder: 0

What do the screens show for `O=c1c(O)c(-c2ccccc2)oc2cc(O)cc(O)c12`?
NPR2 activator: 2; NPR1 activator: 6; ASAP1 inh: 17; PG9 binder: 0.6; SMARCA2 act: 3; Rev-erbA mod: -4; mABHD4 FP: 4; HTRA1 inhibitor: 17; ARFGAP1 inhibitor: 16; rCAG binder: 13

Results for O=C(NN=Cc1ccccc1O)C1CC1 ?
NPR2 activator: -6; NPR1 activator: -1; ASAP1 inh: -2; PG9 binder: -3.0; SMARCA2 act: 2; Rev-erbA mod: 2; mABHD4 FP: 1; HTRA1 inhibitor: 0; ARFGAP1 inhibitor: -2; rCAG binder: -1

How did Cc1ccc(Oc2ccc(OCC(=O)NC3CCS(=O)(=O)C3)cc2)cc1 (centres undefined) do in these assays?
NPR2 activator: 1; NPR1 activator: 3; ASAP1 inh: -7; PG9 binder: 0.0; SMARCA2 act: -4; Rev-erbA mod: 1; mABHD4 FP: -3; HTRA1 inhibitor: -7; ARFGAP1 inhibitor: 6; rCAG binder: -8

What do the screens show for `Cc1cccc(NC(=O)[C@@H]2CCCN2C(=O)OC(C)(C)C)c1`?
NPR2 activator: 6; NPR1 activator: -1; ASAP1 inh: 12; PG9 binder: -3.4; SMARCA2 act: 2; Rev-erbA mod: 2; mABHD4 FP: -3; HTRA1 inhibitor: -4; ARFGAP1 inhibitor: 6; rCAG binder: -1

How did O=C(COC(=O)Cn1cnc2ccccc2c1=O)NCc1ccccc1 do in these assays?
NPR2 activator: 4; NPR1 activator: -1; ASAP1 inh: 7; PG9 binder: 0.2; SMARCA2 act: -1; Rev-erbA mod: -4; mABHD4 FP: 9; HTRA1 inhibitor: -1; ARFGAP1 inhibitor: -3; rCAG binder: -1

Results for COc1ccc(CCNC(=O)c2ccccc2Cl)cc1OC ?
NPR2 activator: 3; NPR1 activator: -2; ASAP1 inh: 6; PG9 binder: 0.0; SMARCA2 act: 1; Rev-erbA mod: -3; mABHD4 FP: -3; HTRA1 inhibitor: 7; ARFGAP1 inhibitor: 6; rCAG binder: 0

How did Cc1nonc1C(=O)N/N=C/c1ccc(O)cc1O do in these assays?
NPR2 activator: 3; NPR1 activator: -3; ASAP1 inh: 6; PG9 binder: -1.0; SMARCA2 act: -2; Rev-erbA mod: 5; mABHD4 FP: 4; HTRA1 inhibitor: 5; ARFGAP1 inhibitor: 7; rCAG binder: -1

How did CNC[C@H](NC[C@@H](NCCCc1ccccc1)c1ccccc1)[C@H](C)O do in these assays?
NPR2 activator: -2; NPR1 activator: -1; ASAP1 inh: 0; PG9 binder: -1.8; SMARCA2 act: 0; Rev-erbA mod: -1; mABHD4 FP: 6; HTRA1 inhibitor: -3; ARFGAP1 inhibitor: 0; rCAG binder: 1

Results for CCCCn1c(N)c(N(Cc2ccccc2OC)C(=O)c2ccc([N+](=O)[O-])s2)c(=O)[nH]c1=O ?
NPR2 activator: -3; NPR1 activator: -2; ASAP1 inh: -6; PG9 binder: -1.7; SMARCA2 act: -3; Rev-erbA mod: -1; mABHD4 FP: -1; HTRA1 inhibitor: 13; ARFGAP1 inhibitor: -4; rCAG binder: 9

Results for COc1ccccc1CNS(=O)(=O)c1ccc(C)cc1 ?
NPR2 activator: 3; NPR1 activator: -2; ASAP1 inh: 6; PG9 binder: 1.0; SMARCA2 act: -6; Rev-erbA mod: 3; mABHD4 FP: -9; HTRA1 inhibitor: 2; ARFGAP1 inhibitor: -5; rCAG binder: -2

How did Cc1ccccc1-c1ccc2c(c1)O[C@@H](CN(C)C(=O)Nc1ccc(C(F)(F)F)cc1)[C@H](C)CN([C@@H](C)CO)S2(=O)=O do in these assays?
NPR2 activator: -8; NPR1 activator: -10; ASAP1 inh: 19; PG9 binder: -0.9; SMARCA2 act: -5; Rev-erbA mod: -3; mABHD4 FP: -25; HTRA1 inhibitor: -65; ARFGAP1 inhibitor: 14; rCAG binder: 5

What do the screens show for `Cc1cc(C)cc(OCC(=O)NNC(=O)C2CCCO2)c1` (centres undefined)?
NPR2 activator: -1; NPR1 activator: 1; ASAP1 inh: -3; PG9 binder: -4.5; SMARCA2 act: 6; Rev-erbA mod: -2; mABHD4 FP: -5; HTRA1 inhibitor: 4; ARFGAP1 inhibitor: 6; rCAG binder: -4

Brought forward from above: two entries; new compounds follow.
How did Cc1ccccc1-c1ccc2c(c1)O[C@@H](CN(C)C(=O)Nc1ccc(C(F)(F)F)cc1)[C@H](C)CN([C@@H](C)CO)S2(=O)=O do in these assays?
NPR2 activator: -8; NPR1 activator: -10; ASAP1 inh: 19; PG9 binder: -0.9; SMARCA2 act: -5; Rev-erbA mod: -3; mABHD4 FP: -25; HTRA1 inhibitor: -65; ARFGAP1 inhibitor: 14; rCAG binder: 5

What do the screens show for `Cc1cc(C)cc(OCC(=O)NNC(=O)C2CCCO2)c1` (centres undefined)?
NPR2 activator: -1; NPR1 activator: 1; ASAP1 inh: -3; PG9 binder: -4.5; SMARCA2 act: 6; Rev-erbA mod: -2; mABHD4 FP: -5; HTRA1 inhibitor: 4; ARFGAP1 inhibitor: 6; rCAG binder: -4

Results for CNC(=O)C[C@@H]1C(=O)N(c2ccc(Br)cc2)CC1(C)C ?
NPR2 activator: -1; NPR1 activator: 6; ASAP1 inh: 7; PG9 binder: -1.6; SMARCA2 act: -4; Rev-erbA mod: 2; mABHD4 FP: 3; HTRA1 inhibitor: -7; ARFGAP1 inhibitor: 1; rCAG binder: 1

Results for CC(C)Sc1cc(N2CCCC2)nc(-c2ccc(F)cc2)n1 ?
NPR2 activator: -2; NPR1 activator: -4; ASAP1 inh: 3; PG9 binder: 0.8; SMARCA2 act: -1; Rev-erbA mod: -2; mABHD4 FP: 1; HTRA1 inhibitor: -4; ARFGAP1 inhibitor: -2; rCAG binder: 4

Results for CCOC(=O)CNC(=O)CSc1ncnc2c1cnn2Cc1ccccc1 ?
NPR2 activator: -5; NPR1 activator: 2; ASAP1 inh: -3; PG9 binder: 2.0; SMARCA2 act: -5; Rev-erbA mod: 2; mABHD4 FP: 1; HTRA1 inhibitor: -3; ARFGAP1 inhibitor: 1; rCAG binder: -2

Results for CCN(c1ccccc1)S(=O)(=O)c1ccc(Cl)c(NC(=O)COC(=O)c2ccc(O)cc2)c1 ?
NPR2 activator: -6; NPR1 activator: 0; ASAP1 inh: 10; PG9 binder: -2.4; SMARCA2 act: 0; Rev-erbA mod: 0; mABHD4 FP: -23; HTRA1 inhibitor: -20; ARFGAP1 inhibitor: -5; rCAG binder: 15

What do the screens show for `COC(=O)C[C@H]1c2cc(F)cc(F)c2S(=O)(=O)N1C1CCN(Cc2ccccc2)CC1`?
NPR2 activator: -4; NPR1 activator: 0; ASAP1 inh: 13; PG9 binder: 0.7; SMARCA2 act: 0; Rev-erbA mod: -3; mABHD4 FP: 5; HTRA1 inhibitor: -4; ARFGAP1 inhibitor: -4; rCAG binder: 7

How did O=C1CC(NS(=O)(=O)c2ccc([N+](=O)[O-])cc2)CN1c1ccc2c(c1)OCCO2 (centres undefined) do in these assays?
NPR2 activator: 0; NPR1 activator: 3; ASAP1 inh: -3; PG9 binder: -0.1; SMARCA2 act: -1; Rev-erbA mod: 0; mABHD4 FP: 2; HTRA1 inhibitor: 1; ARFGAP1 inhibitor: -1; rCAG binder: -2

Results for CCOC(=O)C1(Cc2ccc(OC)cc2)CCN(C(=O)CCc2cnccn2)CC1 ?
NPR2 activator: -1; NPR1 activator: -4; ASAP1 inh: 5; PG9 binder: -0.9; SMARCA2 act: 0; Rev-erbA mod: 0; mABHD4 FP: -4; HTRA1 inhibitor: 13; ARFGAP1 inhibitor: 5; rCAG binder: -8

What do the screens show for `COc1ccc2[nH]c(=O)c(CN(C(=O)NC3CCCCC3)C3CCCCC3)cc2c1`?
NPR2 activator: -14; NPR1 activator: -8; ASAP1 inh: 3; PG9 binder: 0.7; SMARCA2 act: -1; Rev-erbA mod: 8; mABHD4 FP: -7; HTRA1 inhibitor: 1; ARFGAP1 inhibitor: 4; rCAG binder: -6

Results for CC(=O)c1cnc(Nc2nc(C)c3cc(C)c(C)cc3n2)nc1C ?
NPR2 activator: -8; NPR1 activator: 0; ASAP1 inh: 4; PG9 binder: -1.1; SMARCA2 act: 7; Rev-erbA mod: -1; mABHD4 FP: 2; HTRA1 inhibitor: -1; ARFGAP1 inhibitor: 5; rCAG binder: 1

Results for CCOC(=O)c1ccc(NC(=O)CCN2C(=O)C3CC=CCC3C2=O)cc1 (centres undefined) ?
NPR2 activator: -1; NPR1 activator: 2; ASAP1 inh: -6; PG9 binder: -2.3; SMARCA2 act: -1; Rev-erbA mod: 6; mABHD4 FP: -9; HTRA1 inhibitor: 3; ARFGAP1 inhibitor: -5; rCAG binder: 0

Compounds as they come; overall some 4.4% were active at least once.
